Bioassay records deposited in PubChem by several laboratories.
CHRM5 PAM = potentiates acetylcholine response at human M5 receptor. P08912. CHO-K1 hM5, Fluo-8 calcium, ACh EC20 PAM; 0% = ACh EC20, 100% = ACh EC100. activation, % at 3 µM. hit rate 0.3% among 360,000;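 active means activation above the run cutoff, the mean activation of all test compounds plus 3 SD, cut at about 18% in these data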
Target sequence (P08912 whole entry, looked up): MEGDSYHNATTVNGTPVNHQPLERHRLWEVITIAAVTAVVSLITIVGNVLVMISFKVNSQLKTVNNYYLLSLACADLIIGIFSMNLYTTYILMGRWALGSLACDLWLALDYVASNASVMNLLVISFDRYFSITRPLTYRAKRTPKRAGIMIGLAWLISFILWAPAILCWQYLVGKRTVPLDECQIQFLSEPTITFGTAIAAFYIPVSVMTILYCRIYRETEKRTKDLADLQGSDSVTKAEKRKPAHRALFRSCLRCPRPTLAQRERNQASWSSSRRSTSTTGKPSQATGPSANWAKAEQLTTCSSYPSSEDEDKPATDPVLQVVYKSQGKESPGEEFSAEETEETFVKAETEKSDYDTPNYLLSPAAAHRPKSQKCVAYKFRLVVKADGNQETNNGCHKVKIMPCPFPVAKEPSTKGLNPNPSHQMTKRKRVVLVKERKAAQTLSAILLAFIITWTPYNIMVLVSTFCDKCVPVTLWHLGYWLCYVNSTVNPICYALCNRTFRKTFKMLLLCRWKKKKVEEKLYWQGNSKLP
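Assay system – human M5 receptor in CHO-K1 cells · Read-out – % activation, ACh-normalized · Technique – Fluo-8 calcium fluorescence · Dosing – single-point, 3 µM nominal · Incubation – Fluo-8 loading 80 min at 37 °C plus 30 min room temperature · Repeats – singlicate, one well per test compound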
M4 ag = agonists of human muscarinic M4 receptor (CHRM4) | P08173 | CHO-K1 hM4/Gqi5, Fluo-8 calcium fluorescence; vehicle 0%, full acetylcholine response 100% | activation, % at 3 µM | hit rate 0.14% among 360,000 | AID 624127;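 active means activation above the run mean over all test wells plus 3 SD, cut at about 32% in these data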;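 further: peak over basal fluorescence ratio per well then scaled between controls; 0% = DMSO wells and 100% = acetylcholine at EC100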
Target sequence (P08173 whole entry, looked up): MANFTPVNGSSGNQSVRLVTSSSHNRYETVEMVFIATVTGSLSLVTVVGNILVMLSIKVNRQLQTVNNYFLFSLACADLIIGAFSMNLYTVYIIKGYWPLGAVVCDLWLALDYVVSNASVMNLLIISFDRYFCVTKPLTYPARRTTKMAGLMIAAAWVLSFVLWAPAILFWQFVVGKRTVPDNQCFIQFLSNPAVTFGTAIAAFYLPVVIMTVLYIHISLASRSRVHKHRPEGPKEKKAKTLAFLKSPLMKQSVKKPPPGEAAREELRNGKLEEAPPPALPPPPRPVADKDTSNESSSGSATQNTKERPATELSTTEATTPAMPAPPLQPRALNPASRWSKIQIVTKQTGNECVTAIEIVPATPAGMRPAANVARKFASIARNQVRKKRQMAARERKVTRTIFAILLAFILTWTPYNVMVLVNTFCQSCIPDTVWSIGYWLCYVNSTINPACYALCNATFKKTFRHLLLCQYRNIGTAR
M4 PAM = potentiates acetylcholine response at human M4 receptor; AID 624126; CHO-K1 hM4/Gqi5, Fluo-8 calcium fluorescence, ACh EC20; 0% = ACh EC20, 100% = maximal ACh; hit rate 0.4% among 360,000; activation, % at 3 µM; P08173;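 active means activation above its plate's cutoff, the mean activation of sample wells plus 3 SD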; further: some results filed as inactive read as strong as hits
M1 PAM = positive allosteric modulators of human M1 muscarinic receptor | P11229 | CHO-K1 hM1, Fluo-8 calcium fluorescence, ACh EC20; 0% = ACh EC20, 100% = maximal ACh | activation, % at 3 µM | hit rate 0.088% among 360,000; in the data active means activation above about 19%, passing the limit was not always enough
CHRM5 agonist = CHRM5 agonism in calcium assay | activation, % at 3 µM | CHO-K1 hM5 cells, Fluo-8 calcium fluorescence; 0% DMSO wells, 100% maximal acetylcholine response | P08912 | hit rate 0.19% among 360,000;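 active means activation above the run's mean over test compounds plus 3 SD, cut at about 23% in these data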;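 further: signal is peak over basal fluorescence ratio across the kinetic read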
CHRM5 antagonist = antagonists of human muscarinic M5 receptor (CHRM5) | inhibition, % at 3 µM | AID 624040 | hit rate 0.59% among 360,000 | P08912 | CHO-hM5 cells, Fluo-8 calcium fluorescence, ACh EC80;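 active means inhibition above a per-plate cutoff, the mean of that plate's test compounds plus 3 SD, cut at about 27% in these data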;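 further: 0% = acetylcholine EC80 with DMSO and 100% = DMSO without agonist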
CHRM1 antagonist = human CHRM1 antagonism. inhibition, % at 3 µM. AID 588852. CHO-K1 hM1, Fluo-8 calcium fluorescence, ACh EC80 antagonist. hit rate 1.3% among 360,000. P11229;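 active means percent inhibition above its own plate's cutoff, namely the mean of that plate's compound wells plus 3 SD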;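 further: peak over basal fluorescence ratio during 140 s after agonist addition; 0% = ACh EC80 plus DMSO and 100% = DMSO alone without agonist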
M4 antag = CHRM4 antagonism in calcium assay | hit rate 0.73% among 360,000 | AID 624125 | inhibition, % at 3 µM | P08173 | CHO-hM4 cells, ACh EC80, Fluo-8 calcium fluorescence;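 active means inhibition above its plate's cutoff, the mean inhibition of sample wells plus 3 SD, cut at about 27% in these data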;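 further: 0% = acetylcholine EC80 with DMSO and 100% = DMSO without agonist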
CRFBP-R2 agonist = agonists of human CRF-binding protein/CRF-R2 receptor complex. activation, % at 13.2 µM. hit rate 0.46% among 350,000. HEK293 CRF-R2/CRF-BP, calcium dye fluorescence (FLIPR); percent of saturating CRF peptide response;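 active means activation of at least 50%, plus an integration ratio under a set limit after plate pattern correction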;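 further: plate controls were neutral control wells without compound for no effect and CRF at EC100 for full effect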
Active calls of the source: *.

`Cc1ccc(Cl)cc1N1CCN(C(=O)Cc2cn(C)c3ccccc23)CC1` gave CHRM5 PAM -15, M4 ag 0, M4 PAM -1, M1 PAM 10, CHRM5 agonist -15, CHRM5 antagonist 3, CHRM1 antagonist -7, M4 antag 6 and CRFBP-R2 agonist -4.1.
For CCCC(=O)Nc1ccc2c(c1)nc1n2CCN(CCOC)C1 the results were CHRM5 PAM 3, M4 ag 0, M4 PAM 0, M1 PAM 9, CHRM5 agonist -1, CHRM5 antagonist 4, CHRM1 antagonist -3, M4 antag -1 and CRFBP-R2 agonist -0.8.
CN(CC1COc2ccccc2O1)C(=S)NC1CCCCC1 (stereo not drawn) was read as CHRM5 PAM -2, M4 ag 2, M4 PAM -6, M1 PAM 4, CHRM5 agonist -10, CHRM5 antagonist 6, CHRM1 antagonist -13, M4 antag -4 and CRFBP-R2 agonist 2.9.
COc1ccc(NC(=O)c2cc(-c3cc(Cl)ccc3OC)n[nH]2)c(OC)c1 was read as CHRM5 PAM -7, M4 ag 11, M4 PAM -9, M1 PAM 3, CHRM5 agonist 2, CHRM5 antagonist 7, CHRM1 antagonist 6 and M4 antag 8.
Screening CC(=O)Nc1ccc(S(=O)(=O)N2CCC(NC(=O)c3ccco3)CC2)cc1 returned CHRM5 PAM 5, M4 ag 0, M4 PAM 3, M1 PAM 7, CHRM5 agonist -8, CHRM5 antagonist -1, CHRM1 antagonist -8, M4 antag -3 and CRFBP-R2 agonist -1.5.
`COC(=O)c1nc(NNC(=O)c2ccccc2)sc1-c1ccccc1` gave CHRM5 PAM -4, M4 ag 2, M4 PAM 1, M1 PAM 4, CHRM5 agonist -1, CHRM5 antagonist 12, CHRM1 antagonist 2, M4 antag -1 and CRFBP-R2 agonist 1.9.
For C=CCN1C(=O)CN=C1Nc1cccc(C)c1 the results were CHRM5 PAM 12, M4 ag -1, M4 PAM 4, M1 PAM 5, CHRM5 agonist -6, CHRM5 antagonist -3, CHRM1 antagonist -1, M4 antag 4 and CRFBP-R2 agonist -1.9.
COC(=O)c1c(-c2ccc(Br)cc2)csc1NC(=O)Cc1ccc(OC)c(OC)c1 was read as CHRM5 PAM -4, M4 ag 2, M4 PAM -4, M1 PAM 4, CHRM5 agonist -3, CHRM5 antagonist 0, CHRM1 antagonist 1, M4 antag 13 and CRFBP-R2 agonist 3.9.
`O=C(N/N=C/c1cc2ccccc2nc1Cl)/C(=C/c1cccs1)NC(=O)c1ccccc1` gave CHRM5 PAM -18, M4 ag 7, M4 PAM -4, M1 PAM -1, CHRM5 agonist -8, CHRM5 antagonist 0, CHRM1 antagonist 3, M4 antag -6 and CRFBP-R2 agonist -2.8.
Screening O=C(Nc1nnc(SCCC2OCCO2)s1)C1CC(=O)N(c2ccc(F)cc2)C1 (stereo not drawn) returned CHRM5 PAM 4, M4 ag 2, M4 PAM -4, M1 PAM 5, CHRM5 agonist -3, CHRM5 antagonist -1, CHRM1 antagonist -3, M4 antag 11 and CRFBP-R2 agonist -0.1.
Screening COc1ccc([N+](=O)[O-])cc1/C=N/NC(=O)/C(=C\c1cccs1)NC(=O)c1ccccc1 returned CHRM5 PAM -2, M4 ag 7, M4 PAM 5, M1 PAM 8, CHRM5 agonist -1, CHRM5 antagonist -1, CHRM1 antagonist -6, M4 antag -3 and CRFBP-R2 agonist -0.7.
Screening CC(=O)Nc1ccc(C2C(=O)c3ccccc3C2=O)cc1 returned CHRM5 PAM 1, M4 ag 0, M4 PAM 1, M1 PAM 7, CHRM5 agonist 1, CHRM5 antagonist 1, CHRM1 antagonist -10, M4 antag -1 and CRFBP-R2 agonist 0.8.
For O=C(NC1CCCCC1)c1cc(-n2cnnc2)ccc1Cl the results were CHRM5 PAM 10, M4 ag 1, M4 PAM 1, M1 PAM 1, CHRM5 agonist 1, CHRM5 antagonist -18, CHRM1 antagonist -4, M4 antag -1 and CRFBP-R2 agonist 2.5.
`CN1CCC2CC1c1cc(-c3ccc(C(F)(F)F)cc3)ccc12` (stereo not drawn) gave CHRM5 PAM 7, M4 ag 4, M4 PAM 2, M1 PAM 2, CHRM5 agonist 1, CHRM5 antagonist -1, CHRM1 antagonist -7, M4 antag 8 and CRFBP-R2 agonist -0.5.
COc1ccc(/C=N/NC(=O)c2ccncc2)c(C(=O)O)c1OC was read as CHRM5 PAM 5, M4 ag 1, M4 PAM 18, M1 PAM 13, CHRM5 agonist -1, CHRM5 antagonist 8, CHRM1 antagonist -13, M4 antag 22 and CRFBP-R2 agonist 0.4.
`CC(=O)c1cccc(N=Nc2c(-c3ccccc3)[nH]n(-c3ccccc3)c2=O)c1` gave CHRM5 PAM -4, M4 ag 1, M4 PAM -3, M1 PAM -11, CHRM5 agonist -4, CHRM5 antagonist -6, CHRM1 antagonist 19, M4 antag 2 and CRFBP-R2 agonist 1.4.
Screening COc1c(N2CCN(C(=S)Nc3ccccc3F)C(C)C2)c(F)cc2c(=O)c(C(=O)O)cn(C3CC3)c12 (stereo not drawn) returned CHRM5 PAM -1, M4 ag 0, M4 PAM -11, M1 PAM 3, CHRM5 agonist 5, CHRM5 antagonist -4, CHRM1 antagonist -3, M4 antag 2 and CRFBP-R2 agonist 0.0.
For CCN(CC)C(=O)c1sc(NC(=O)c2ccc3c(c2)OCO3)c(C(N)=O)c1C the results were CHRM5 PAM 0, M4 ag 3, M4 PAM 5, M1 PAM 7, CHRM5 agonist -3, CHRM5 antagonist 9, CHRM1 antagonist -7, M4 antag -5 and CRFBP-R2 agonist -0.9.
`Cc1cc(N2C(=O)C(O)=C(C(=O)c3ccco3)C2c2cccc(O)c2)no1` (stereo not drawn) gave CHRM5 PAM 2, M4 ag 0, M4 PAM 6, M1 PAM 21, CHRM5 agonist -3, CHRM5 antagonist -1, CHRM1 antagonist -13, M4 antag 6 and CRFBP-R2 agonist -0.9.
`Cc1cc(C)cc(N(CC(=O)NCc2ccccc2)C(=O)CCC(=O)Nc2ccccn2)c1` gave CHRM5 PAM -1, M4 ag 2, M4 PAM 6, M1 PAM 4, CHRM5 agonist -2, CHRM5 antagonist 6, CHRM1 antagonist -11, M4 antag -7 and CRFBP-R2 agonist 0.7.
For c1ccc(-c2ncc(CN3CCN(c4ccccn4)CC3)[nH]2)cc1 the results were CHRM5 PAM -1, M4 ag 0, M4 PAM -11, M1 PAM 1, CHRM5 agonist -1, CHRM5 antagonist 8, CHRM1 antagonist -6, M4 antag 2 and CRFBP-R2 agonist -2.2.
Cc1ccc(S(=O)(=O)N(C)C)cc1NC(=O)c1cccs1 was read as CHRM5 PAM -1, M4 ag 1, M4 PAM -2, M1 PAM 6, CHRM5 agonist 1, CHRM5 antagonist 5, CHRM1 antagonist 7, M4 antag -5 and CRFBP-R2 agonist 0.5.
CCN(CC)Cc1cc(C(C)=O)ccc1OCC(C)C was read as CHRM5 PAM 4, M4 ag 1, M4 PAM 3, M1 PAM 10, CHRM5 agonist 1, CHRM5 antagonist -1, CHRM1 antagonist -18, M4 antag 7 and CRFBP-R2 agonist 2.7.
Screening C=CCN(Cc1nc(-c2cc(OC)ccc2OC)oc1C)C1CCS(=O)(=O)C1 (stereo not drawn) returned CHRM5 PAM 6, M4 ag 3, M4 PAM 3, M1 PAM -3, CHRM5 agonist -1, CHRM5 antagonist -28, CHRM1 antagonist -11, M4 antag -12 and CRFBP-R2 agonist 6.4.
Screening COCCN(C(=O)CC1CCCCC1)c1c(N)n(CC(C)C)c(=O)[nH]c1=O returned CHRM5 PAM 5, M4 ag 1, M4 PAM 3, M1 PAM 18, CHRM5 agonist 0, CHRM5 antagonist 3, CHRM1 antagonist -14, M4 antag 11 and CRFBP-R2 agonist 0.2.
For Cc1ccc(S(=O)(=O)c2nc(-c3ccccc3F)oc2N2CC(C)OC(C)C2)cc1 (stereo not drawn) the results were CHRM5 PAM 6, M4 ag 1, M4 PAM 0, M1 PAM 5, CHRM5 agonist -5, CHRM5 antagonist -2, CHRM1 antagonist -8, M4 antag -5 and CRFBP-R2 agonist -0.6.
For CC(C)C[C@H](NC(=O)N1CC(=O)Nc2ccccc21)C(=O)N1CCC(C(=O)O)CC1 the results were CHRM5 PAM 2, M4 ag 1, M4 PAM -2, M1 PAM 8, CHRM5 agonist -4, CHRM5 antagonist -4, CHRM1 antagonist -9, M4 antag 7 and CRFBP-R2 agonist -1.3.
For CC1CN(C(=S)NC2CCCC2)CC(C)O1 (stereo not drawn) the results were CHRM5 PAM 1, M4 ag 0, M4 PAM 14, M1 PAM 19, CHRM5 agonist -3, CHRM5 antagonist 10, CHRM1 antagonist -18, M4 antag 3 and CRFBP-R2 agonist -0.3.
`c1ccc(-c2nn3c(Cn4nnc5ccccc54)nnc3s2)cc1` gave CHRM5 PAM -5, M4 ag 2, M4 PAM 8, M1 PAM 9, CHRM5 agonist 3, CHRM5 antagonist -2, CHRM1 antagonist -30, M4 antag -9 and CRFBP-R2 agonist -0.7.
`CCNC(=O)C1(C)CCN(Cc2ccc(C(=O)OCC)o2)C1` (stereo not drawn) gave CHRM5 PAM -3, M4 ag 1, M4 PAM -6, M1 PAM -9, CHRM5 agonist 0, CHRM5 antagonist 4, CHRM1 antagonist 12 and M4 antag 3.
CCCC(=O)N1CCC1(C)C(=O)Nc1ccccn1 (stereo not drawn) was read as CHRM5 PAM -5, M4 ag 0, M4 PAM -2, M1 PAM 2, CHRM5 agonist 0, CHRM5 antagonist 7, CHRM1 antagonist -8 and M4 antag 10.
Screening NC(N)=NN=C1CCCCCCCCCCC1 returned CHRM5 PAM -2, M4 ag 0, M4 PAM 8, M1 PAM 9, CHRM5 agonist -3, CHRM5 antagonist 5, CHRM1 antagonist -10, M4 antag -2 and CRFBP-R2 agonist -1.6.
CCOC(=O)c1sc(NC(=O)C(CC)Sc2nccn2C)nc1C (stereo not drawn) was read as CHRM5 PAM -3, M4 ag 1, M4 PAM -1, M1 PAM 18, CHRM5 agonist 1, CHRM5 antagonist 5, CHRM1 antagonist -8, M4 antag -8 and CRFBP-R2 agonist -3.0.
For O=C(c1ccc2ccccc2n1)N1CCN(S(=O)(=O)c2ccc(Cl)cc2)CC1 the results were CHRM5 PAM -33, M4 ag 8, M4 PAM 2, M1 PAM 3, CHRM5 agonist -11, CHRM5 antagonist 4, CHRM1 antagonist -8, M4 antag 6 and CRFBP-R2 agonist 2.3.
O=C(Cc1ccc(Cl)cc1Cl)Nc1ccncc1 was read as CHRM5 PAM -6, M4 ag 13, M4 PAM -1, M1 PAM 0, CHRM5 agonist 2, CHRM5 antagonist 10, CHRM1 antagonist 10, M4 antag 5 and CRFBP-R2 agonist -1.9.
`COc1ccc(NC(=O)CCCSc2nc(-c3ccco3)cc(C(F)(F)F)n2)cc1OC` gave CHRM5 PAM 0, M4 ag 1, M4 PAM 9, M1 PAM 5, CHRM5 agonist -1, CHRM5 antagonist -2, CHRM1 antagonist -9, M4 antag 1 and CRFBP-R2 agonist 3.7.
Screening O=C(c1cccs1)N1CCC(N2CCN(c3ccccc3)CC2)CC1 returned CHRM5 PAM -10, M4 ag 0, M4 PAM -7, M1 PAM -9, CHRM5 agonist -12, CHRM5 antagonist -1, CHRM1 antagonist 18, M4 antag 2 and CRFBP-R2 agonist -1.0.

Not a hit list (roughly 2.8% active in at least one column).
